Screens (PubChem)
NadD inh = inhibitors of S. aureus NadD, primary screen, biochemical, colorimetric, uHTS; Nicotinate-nucleotide adenylyltransferase NadD (Staphylococcus aureus N315); purified NadD enzyme, colorimetric absorbance read-out; inhibition, % at 20 µM; hit rate 0.78% among 360,000; AID 602399, 2012; in the data active = inhibition above about 26%; note: some compounds past the cut are filed as inactive
LMPTP inh = LMPTP phosphatase inhibitors, primary screen, biochemical, fluorescence intensity, uHTS; recombinant LMPTP-A, OMFP fluorogenic substrate; AID 651560, 2012; hit rate 0.22% among 360,000; inhibition, % at 20 µM;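 active = compounds that cut the enzyme signal by at least half of the control window in the single-dose screen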;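 note: plate controls were DMSO wells with enzyme plus substrate for no effect and substrate without enzyme for full effect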
Target sequence (P24666 whole entry, looked up): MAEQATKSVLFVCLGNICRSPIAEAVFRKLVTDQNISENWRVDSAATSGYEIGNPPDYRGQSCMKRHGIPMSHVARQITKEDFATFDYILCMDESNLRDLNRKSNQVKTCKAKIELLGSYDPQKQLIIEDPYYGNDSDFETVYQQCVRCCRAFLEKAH
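Assay system: LMPTP-A, protein tyrosine phosphatase of low molecular weight / Medium: pH 6.0 Bis-Tris buffer with DTT and Triton X-100 / Schedule: 50 min enzyme reaction at room temperature, protected from light / Measured by: endpoint fluorescence intensity from OMFP dephosphorylation / Read-out basis: % inhibition relative to no-enzyme and uninhibited control wells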
DNMT1 block = human DNMT1 methyltransferase inhibitors, primary screen, biochemical, molecular beacon, fluorescence, HinP1I cleavage, uHTS | DNA (cytosine-5)-methyltransferase 1 (Homo sapiens), P26358 | inhibition (reported as % activation of signal), % at 10 µM | hit rate 0.83% among 360,000; in the data active = inhibition above about 50%
Tb MetRS inh = T. brucei MetRS inhibitors, primary screen, biochemical, luminescence; hit rate 0.4% among 360,000; purified T. brucei MetRS, ATP depletion, Kinase-Glo luminescence; inhibition, % at 11.9 µM;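 active = inhibition above a per-plate cutoff of the control wells' mean inhibition plus 3 SD, cut at about 5.5% in these data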;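 note: 0% = DMSO wells median and 100% = median of wells with control inhibitor compound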
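Dosing: 11.9 µM compound single dose, 0.9% DMSO; Assay system: purified T. brucei MetRS enzyme; Measured by: Kinase-Glo luciferase luminescence reporting remaining unconsumed ATP; Schedule: 15 min plus 2 h at 25 °C.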
STEP block = STEP phosphatase inhibitors, primary screen, biochemical, fluorescence intensity, uHTS; recombinant STEP, OMFP fluorogenic substrate; hit rate 0.25% among 360,000; Tyrosine-protein phosphatase non-receptor type 5 (Homo sapiens), P54829; inhibition, % at 20 µM;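 active = inhibition at 20 µM, scaled per plate between control wells, above about 37%, limit read from the data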;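 note: 0% = DMSO with enzyme and substrate and 100% = substrate only without enzyme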
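System: STEP (striatal-enriched tyrosine phosphatase) enzyme, cell-free; medium: Bis-Tris pH 6.0 buffer with DTT, detergent; dosing: 20 µM, 1% DMSO; times: reaction 20 min, ambient temperature; detection: fluorescence, 480/540 nm; read-out basis: normalized % inhibition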
CSN inh = inhibitors of CSN-mediated cullin deneddylation, primary screen, biochemical, fluorescence polarization, uHTS; Purified CSN, SCF-Nedd8-OG deneddylation; inhibition, % at 12.5 µM; hit rate 0.38% among 360,000; AID 651999, 2013;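 active = pattern-corrected inhibition above about 35%, with an unprinted fluorescence ratio check between 0.5 and 1.5, limit read from the data, passing the limit was not always enough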;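 note: 0% = enzyme with substrate and 100% = substrate without enzyme; some results filed as inactive read as strong as hits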
Target sequence (Q92905 whole entry, looked up, one chain of several): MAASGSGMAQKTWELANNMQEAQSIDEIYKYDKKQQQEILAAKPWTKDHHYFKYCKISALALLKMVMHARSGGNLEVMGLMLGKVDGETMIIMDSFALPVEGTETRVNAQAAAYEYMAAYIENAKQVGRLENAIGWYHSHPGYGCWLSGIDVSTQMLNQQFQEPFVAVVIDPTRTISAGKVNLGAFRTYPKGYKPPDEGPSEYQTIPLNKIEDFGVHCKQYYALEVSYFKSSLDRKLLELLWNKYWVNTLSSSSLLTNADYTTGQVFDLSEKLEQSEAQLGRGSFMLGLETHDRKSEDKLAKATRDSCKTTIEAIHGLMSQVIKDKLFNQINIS
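Material: purified human Csn5 enzyme expressed in HEK293T cells / Medium: Tris buffer pH 7.5, NaCl, DTT, Tween-20, trehalose, ovalbumin / Compound dosing: 12.5 µM single point / Schedule: 90 min incubation of compound, enzyme and substrate at room temperature / Signal: fluorescence polarization of the substrate / Control set: no-enzyme wells high, enzyme-with-substrate wells low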
Scp-1 inhibitor = Scp-1 phosphatase inhibitors, primary screen, biochemical, colorimetric, uHTS. Carboxy-terminal domain RNA polymerase II polypeptide A small phosphatase 1 (Homo …. Recombinant Scp1, phosphopeptide, malachite green phosphate absorbance. inhibition, % at 20 µM. hit rate 0.88% among 340,000. AID 493091, 2011;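 active = inhibition above about 50% at 20 µM, limit read from the data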;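 note: plate controls were DMSO wells with enzyme for no effect and wells lacking enzyme for full effect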
Target sequence (Q9GZU7 76-261 limits assumed): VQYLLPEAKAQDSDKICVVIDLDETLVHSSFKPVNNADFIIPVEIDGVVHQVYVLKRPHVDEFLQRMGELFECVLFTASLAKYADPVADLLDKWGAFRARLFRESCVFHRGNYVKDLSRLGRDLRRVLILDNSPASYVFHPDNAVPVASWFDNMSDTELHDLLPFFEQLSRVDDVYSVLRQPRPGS
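Test system – truncated SCP-1 phosphatase (76-261aa) · Reagent – Phosphorylated 17-residue peptide substrate · Incubation – 45 min room-temperature reaction, 5 min colour, 30 min stabiliser · Detection – colorimetric phosphate reagent with accelerator and stabiliser, absorbance at 630 nm · Measure – % inhibition at 20 µM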
Rpn11 inh = Rpn11 (PSMD14) deubiquitinase inhibitors, primary screen, biochemical, fluorescence polarization, uHTS. human 26S proteasome, Ub4-pepOG fluorescence polarization; 20S core pre-blocked with epoxomicin. calls only at 20 µM. hit rate 0.59% among 360,000. AID 588493, 2011;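 active = inhibition at 20 µM, scaled to each plate's controls, above about 33%, limit read from the data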
SUMO1 PPI mod = modulators of SUMO1 protein-protein interactions, primary screen, biochemical, uHTS; Small ubiquitin-related modifier 1 (Homo sapiens), P63165; SUMO1 binding to a labelled peptide, TR-FRET, 1 h; inhibition, % at 20 µM; hit rate 0.33% among 360,000; in the data active = inhibition above about 37%
Target sequence (P63165 whole entry, looked up): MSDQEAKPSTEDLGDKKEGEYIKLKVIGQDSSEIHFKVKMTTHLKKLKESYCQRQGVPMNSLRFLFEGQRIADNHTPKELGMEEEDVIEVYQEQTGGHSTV
MLLE-PAM2 inh = inhibitors of PABP1 MLLE–PAM2 peptide binding, primary screen, biochemical, fluorescence polarization, FITC-PAM2, GST-MLLE. Polyadenylate-binding protein 1 (Homo sapiens), P11940. inhibition, % at 20 µM. hit rate 0.36% among 360,000. AID 588489, 2011; in the data active = inhibition above about 35%, passing the limit was not always enough;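 note: plate controls were DMSO wells with GST-MLLE for no effect and wells lacking GST-MLLE protein for full effect; some results filed as inactive read as strong as hits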
The depositor's hits bear a star; i = inactive; x = no result given; + = active, no number; & = joins results of further samples.

no. | mol | NadD inh | LMPTP inh | DNMT1 block | Tb MetRS inh | STEP block | CSN inh | Scp-1 inhibitor | Rpn11 inh | SUMO1 PPI mod | MLLE-PAM2 inh
1 | COc1ccc(NC(=O)CN2C(=O)NC3(CCCC3)C2=O)c(OC)c1 | -4 | -0.2 | -5 | -0.1 | 2 | 2 | 0 | i | -2 | -2
2 | COc1ccc(C2=Nc3ccccc3N(C(=O)c3ccc(C)cc3)C2C(=O)Nc2c(C)cccc2C)cc1 (stereo not drawn) | x | 3.7 | x | 0.1 | x | 9 | x | x | -11 | x
3 | COc1cc(C(=O)N(C)CCOc2ccccc2)ccc1OCC(=O)Nc1cccc(C(F)(F)F)c1 | -2 | -5.4 | -1 | -0.4 | -1 | 0 | -4 | i | -27 | 3
4 | Cc1cccc(N(Cc2ccccc2F)S(C)(=O)=O)c1 | 1 | -2.1 | 0 | -1.0 | 1 | -8 | 1 | i | -1 | 2
5 | CCN(CC1CCCO1)C(=O)c1cc(COc2ccccc2SC)on1 (stereo not drawn) | -2 | -0.2 | -4 | -0.3 | -2 | 0 | -10 | i | 8 | 3
6 | CCO[C@@H]1OC(C(=O)N2CCOCC2)=C[C@H](c2ccccc2)[C@H]1CCCO | -5 | -1.3 | -2 | -0.4 | -2 | -7 | 0 | i | -5 | -3
7 | COc1ccc(OC)c(C2CC(=O)C3=C(C2)NC(=O)CC3c2ccc(O)c(OC)c2)c1 (stereo not drawn) | 1 | -0.8 | 1 | -1.2 | 4 | 5 | -4 | i | 1 | 6
8 | Cn1c(=O)c2c(nc(Oc3ccc4c(c3)OCO4)n2Cc2ccc(F)cc2)n(C)c1=O | 2 | 17 | 7 | -0.5 | -5 | -1 | -5 | + | 6 | -29
9 | O=S(=O)(NCc1ccccc1)c1ccc(S(=O)(=O)N(Cc2ccccn2)C2CCCC2)cc1 | 5 | 1.7 | -3 | -0.6 | 0 | 4 | -1 | i | 1 | -5
10 | CCCCN(C=O)c1c(CC)nc2c(OCC(=O)N3CCOCC3)cccn12 | 2 | 1.0 | -2 | -0.1 | 1 | -2 | x | i | 0 | -2
11 | COc1cccc(-c2nnc(SCC(=O)Nc3ccc(S(N)(=O)=O)cc3)n2C)c1 | 5 | -0.9 | 6 | -0.8 | 0 | 4 | 28 | i | 0 | -21
12 | O=C(c1ccco1)N1CCN=C1SCc1ccc(F)cc1 | 6 | 0.2 | -1 | -0.6 | -3 | -2 | 0 | i | 5 | -7
13 | CCOc1ccccc1OCC(=O)Nc1ccc(Cl)cc1Cl | 2 | -1.6 | 2 | -0.2 | -2 | -3 | -4 | i | -2 | -1
14 | Cc1c(NC(=O)c2cc(-c3ccc(F)cc3)on2)c(=O)n(-c2ccccc2)n1C | -1 | -1.5 | 1 | 0.1 | -1 | -2 | -12 | i | -5 | -6
15 | COc1ccc(CNC(=S)Nc2ccc(OC)cc2)cc1 | 2 | -0.8 | 2 | -1.2 | 3 | -2 | 4 | i | -1 | -62
16 | COc1cc(CNCCN(C)C)c(Br)cc1OCC(=O)NCc1ccccc1 | 0 | 1.0 | 5 | -1.1 | 0 | 2 | 1 | i | 0 | -6
17 | Cc1cn([C@H]2C[C@H](O)[C@@H](/C=C/C(=O)NCCc3cccnc3)O2)c(=O)[nH]c1=O | -9 | -1.2 | 1 | -1.2 | -2 | 5 | x | i | 0 | 12
18 | CCC(=O)NCCc1nc2cc(NC(=O)c3ccccc3OC)ccc2n1C | 1 | 0.5 | 0 | -0.6 | 1 | -1 | 0 | i | 3 | 10
19 | CC[C@@](C)(NS(=O)(=O)OCC(Cl)(Cl)Cl)c1ccccc1 | -10 | -0.7 | 1 | 0.2 | 0 | -1 | -12 | i | 4 | 8
20 | CC(Sc1ncccn1)C(=O)NC1(C#N)CCCCC1 (stereo not drawn) | -5 | 0.1 | -1 | -0.5 | -1 | -9 | -4 | i | -3 | 13
21 | O=C(NCC(=O)N1CCN(Cc2ccccc2)CC1)c1ccc(Br)o1 | 2 | -0.6 | 1 | -0.2 | -3 | 2 | -4 | i | 3 | 12
22 | CN(C)/C=C1\Cc2ccccc2C1=O | -4 | 0.5 | -11 | -0.6 | 0 | -5 | -1 | i | -6 | -2
23 | COc1ccc(Cl)cc1-c1n[nH]c(=S)n1C | 1 | 0.8 | 3 | -0.2 | 0 | 5 | -5 | i | 2 | -27
24 | COc1cc(CNc2nccn3ccnc23)cc(OC)c1 | 2 | -0.6 | 2 | -0.2 | -3 | -3 | x | i | -1 | 10
25 | Cc1ccc(SC[C@H](Cc2ccccc2)N2CCN(CC(C)C)CCC2=O)cc1 | -5 | 1.5 | -4 | -0.5 | 0 | 2 | -4 | i | 8 | 16
26 | CCOC(=O)c1cc2c(=O)n3cccc(C)c3nc2n(Cc2ccco2)c1=NC(=O)c1ccccc1 | 32* | 15&4.6 | 20&20 | -0.2&-0.5 | 4&2 | 1&9 | 10&-8 | i | -1&-2 | -3&-14
27 | O=C(NC1(C(F)(F)F)NC(=O)N(c2ccccc2)C1=O)c1cccs1 (stereo not drawn) | -7 | -0.3 | 1 | -0.3 | -1 | 4 | -5 | i | -4 | -27
28 | CC(=O)N1CCc2c(sc(NC(=O)C3CCCN3S(=O)(=O)c3cccs3)c2C(N)=O)C1 (stereo not drawn) | -1 | -1.2 | -8 | -0.5 | 2 | -11 | 0 | i | -2 | 32
29 | Cc1ccc(Nc2c([N+](=O)[O-])cc(C(=O)N3CC(=O)Nc4ccccc43)cc2[N+](=O)[O-])c(C)c1 | 28 | 2.2 | -4 | 0.7 | 4 | -1 | 1 | i | -9 | 10
30 | CC(OC(=O)CCCNC(=O)c1ccc(Cl)cc1)C(=O)N(C)Cc1ccccc1 (stereo not drawn) | 1 | -0.2 | -2 | 0.8 | 1 | 0 | -4 | i | 3 | 8
31 | COC(=O)[C@H]1C[C@@]2(O)CN(S(=O)(=O)c3ccc(C)cc3)C[C@@]2(OC(=O)Nc2c(C)noc2C)C[C@H]1C(=O)OC | -2 | -1.0 | 1 | -0.5 | -2 | 0 | x | i | 2 | 1
32 | CC1CCCCC1NC(=O)c1ccc(S(=O)(=O)N2CCCC2)cc1 (stereo not drawn) | 7 | -1.2 | -1 | 0.2 | 1 | 3 | -9 | i | 0 | -6
33 | CC1=CC2=NC(=O)/C(=C\c3cc(C)n(-c4cccc(Cl)c4)c3C)C(=N)N2O1 | 6 | 0.4 | 3 | -1.7 | 1 | 1 | -4 | i | -4 | -4
34 | Cc1ccc(N(C)S(=O)(=O)c2c(C)noc2/C=C/N(C)C)cc1 | -1 | 1.3 | -3 | 0.2 | -2 | 1 | -2 | i | 0 | 1
35 | COC(=O)C(CC(C)C)NC(=O)c1ccc(F)cc1 (stereo not drawn) | 7 | -0.1 | 0 | -0.1 | 1 | 1 | -5 | i | -4 | 3
36 | COc1cc(/C=N/NC2=NS(=O)(=O)c3ccccc32)ccc1OC(C)=O | 0 | 0.0 | 2 | 2.7 | 0 | 0 | -9 | i | -6 | 2
37 | CCCCC1NC(C(=O)O)CS1 (stereo not drawn) | 1 | -2.7 | 5 | 0.0 | 1 | 3 | -5 | i | 0 | 38*
38 | COc1ccc(NC2=Nc3ccccc3CC2)cc1 | 3 | 1.6 | 1 | -0.6 | 0 | 0 | -8 | i | -4 | -2
39 | COc1ccc(NC(=O)CN2C(=O)NC(C)(C3CC3)C2=O)c(OC)c1 (stereo not drawn) | -1 | -1.2 | 0 | -0.6 | -2 | 1 | -14 | i | -3 | 4
40 | CCn1c(SCC(=O)Nc2cccc(C)c2)nc2ccccc2c1=O | -5 | 1.2 | 1 | -0.6 | -1 | 4 | -2 | i | 1 | 3
41 | O=C(C1CCN(S(=O)(=O)c2cccc3cccnc23)CC1)N1CCN(Cc2ccccc2)CC1 | 6 | -1.5 | -1 | -1.0 | 0 | -5 | -3 | i | -1 | -10
42 | Cn1c(=O)c2c(n(Cc3ccccc3)c1=O)NC(=O)C2CC(=O)O (stereo not drawn) | 1 | -0.4 | 13 | -0.1 | 0 | 10 | 15 | i | 1 | 6
43 | CCOC(=O)C1(CCc2ccccc2)CCN(Cc2nccn2CC)CC1 | -3 | -1.0 | 0 | -0.3 | -1 | -5 | 1 | i | 0 | -5
44 | CCCCNC(=O)NS(=O)(=O)c1ccc(C(=O)OC)o1 | 2 | -0.2 | 1 | -0.2 | 2 | -3 | 49 | i | 0 | -7
45 | CN(C)S(=O)(=O)Nc1ccc2c(c1)Cc1ccccc1-2 | 0 | 2.0 | -4 | -0.6 | 2 | 0 | -10 | i | 1 | 19
46 | COC(=O)C1=CN(c2cccc(C)c2)C=C(C(=O)OC)C1c1cc(OC)c(O)c([N+](=O)[O-])c1 | 11 | 0.7 | -4 | -0.8 | 0 | -9 | -11 | i | -25 | 8
